aSyn rescue: alpha-synuclein toxicity inhibition in yeast; Potency, µM (titrated, usually from 46.1 µM), without a hit: at the highest dose growth rescue (activation), hits mostly activators; 0.14% of 370,000 active; Yeast expressing alpha-synuclein, growth rescue, BacTiter-Glo, 24 h; AID 652106; note: potency is the fitted concentration of half-maximal effect; % of control where 0% means no effect; nearly all actives have a fitted effect of over 65% in size
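Screening used galactose-induced yeast with toxic alpha-synuclein levels, exposed to compound for 24 hr at 30 deg C. Cell growth, read with BacTiter-Glo luminescence, gave the measured signal.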
TDP-43 yeast inh: rescues yeast growth from TDP-43 toxicity. 1.8% of 410,000 active. AID 652104. TDP-43 expressing yeast growth rescue, BacTiter-Glo, 24 h. Potency, µM (top dose mostly 46.1 µM), for the others: top-dose growth rescue (activation), actives largely listed as activators; note: potency is the fitted concentration of half-maximal effect; % of control where 0% means no effect; nearly all actives have a fitted effect of over 50% in size
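Galactose-induced TDP-43 yeast, OD600=0.02, compound pinned; 24 hr, 30 deg C; BacTiter-Glo luminescence for growth. Inhibitors of TDP-43 toxicity read as activators.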
PTHR1 agonist: activates the human parathyroid hormone receptor PTHR1 | Q03431 | HEK293 GP2 PTHR1 cells, GloSensor cAMP luminescence, 1 h | AID 743266 | Potency, µM (highest dose often 115 µM), without a hit: top-dose activation, hits mostly activators | 0.075% of 410,000 active; note: potency is the fitted concentration of half-maximal effect; nearly all actives have a fitted effect of over 55% in size; some results filed as inactive show a strong effect at the top dose; inactives centre near -15; many of its hits are not listed in these tables
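HEK-293-derived GP2 cells expressing PTHR1 and a GloSensor cAMP reporter, 3,000/well, plated overnight, given luciferin plus IBMX (each 0.5 mM as added) for 1 h at 37 °C, then compound for 1 h at 37 °C. Luminescence was read after 15 min at room temperature.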
Abeta rescue: compounds reversing amyloid beta toxicity in yeast. yeast expressing A-beta42, growth rescue, OD600, 48 h; response scale: 0% DMSO, 100% iron-clioquinol control. Potency, µM (highest dose often 46.1 µM), for the others: at the top dose growth rescue, most hits filed as activators. 0.063% of 410,000 active. AID 1347071; note: potency is the fitted concentration of half-maximal effect; nearly all actives have a fitted effect of over 55% in size
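Yeast A-beta toxicity model in growth medium with pinned compounds, 48 h at 30 C; growth read as absorbance at 600 nm. Normalized to FeCl3/clioquinol equimolar mix (positive) and DMSO (negative).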
FUS suppressor: rescues growth of FUS-expressing yeast; S. cerevisiae FUS-expressing, growth rescue, OD600, 24 h; Potency, µM (series often up to 76.6 µM), inactives show at the highest dose growth rescue (activation), usual class: activators; 0.24% of 390,000 active; AID 1347120;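 note: potency is the fitted concentration of half-maximal effect; plate controls were DMSO vehicle for no effect and reference control for full effect; nearly all actives have a fitted effect of over 55% in size; some results filed as inactive show a strong effect at the top dose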
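Absorbance at 600 nm, taken 24hr after compound addition, measured rescue of FUS-yeast growth at 30C. Induction used 2% galactose with seeding at OD 0.005. Controls: CP55940 from 92uM final, DMSO only.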
GLP-1R agonist: activates the human GLP-1 receptor; 0.007% of 380,000 active; Potency, µM (top dose mostly 45.6 µM), for inactives: at the top dose activation, actives largely listed as activators; AID 624172; P43220; HEK293 GLP-1R CRE-luciferase, luminescence, 4-6 h; cells express a hypersensitive GLP-1R form; note: potency is the fitted concentration of half-maximal effect; % of control where 0% means no effect
Target sequence (P43220 whole entry, looked up): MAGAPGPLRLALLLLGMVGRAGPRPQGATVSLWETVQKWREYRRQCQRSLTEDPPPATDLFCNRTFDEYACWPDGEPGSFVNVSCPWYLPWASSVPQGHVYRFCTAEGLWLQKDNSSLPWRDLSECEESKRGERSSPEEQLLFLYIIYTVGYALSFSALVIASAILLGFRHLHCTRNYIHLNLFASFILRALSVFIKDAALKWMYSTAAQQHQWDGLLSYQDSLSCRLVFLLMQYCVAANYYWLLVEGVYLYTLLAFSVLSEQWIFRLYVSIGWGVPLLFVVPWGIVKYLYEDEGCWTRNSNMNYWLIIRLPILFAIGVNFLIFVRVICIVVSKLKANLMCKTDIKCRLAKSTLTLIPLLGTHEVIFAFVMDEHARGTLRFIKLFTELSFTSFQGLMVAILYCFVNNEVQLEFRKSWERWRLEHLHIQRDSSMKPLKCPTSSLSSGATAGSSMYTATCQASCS
GLP1R inv ag: GLP-1 receptor (human) inverse agonism | AID 624417 | P43220 | Potency, µM (doses to about 38.3 µM), inactives show at the top dose activity change, negative = inhibition, usual class: inhibitors | 1.6% of 410,000 active | HEK293 GLP-1R CRE-luciferase, luminescence, 24 h; GLP-1R form is constitutively active; note: potency is the fitted concentration of half-maximal effect; % is set by controls: 0 for no effect and ±100 for the full control effect; nearly all actives have a fitted effect of over 55% in size
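Stable HEK293 clone (constitutively active GLP-1R + cAMP-response luciferase); 200 cells/uL plated, 12 h pre-culture, compound 24 hr, 37 deg C/5% CO2; detection reagent 12 min RT; luminescence.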
D3 antag: blocks the human D3 dopamine receptor | P35462 | D3R cells, DiscoveRx beta-arrestin luminescence, antagonist mode; hits give low values | max response, negative = inhibition, % | 2.5% of 360,000 active | AID 652054; in the data active = max response below about -50%; inconclusive = no clear call, values can overlap the other calls; note: % is set by controls: 0 for no effect and ±100 for the full control effect; mostly tested at two doses, the higher about 12 µM
Target sequence (P35462 whole entry, looked up): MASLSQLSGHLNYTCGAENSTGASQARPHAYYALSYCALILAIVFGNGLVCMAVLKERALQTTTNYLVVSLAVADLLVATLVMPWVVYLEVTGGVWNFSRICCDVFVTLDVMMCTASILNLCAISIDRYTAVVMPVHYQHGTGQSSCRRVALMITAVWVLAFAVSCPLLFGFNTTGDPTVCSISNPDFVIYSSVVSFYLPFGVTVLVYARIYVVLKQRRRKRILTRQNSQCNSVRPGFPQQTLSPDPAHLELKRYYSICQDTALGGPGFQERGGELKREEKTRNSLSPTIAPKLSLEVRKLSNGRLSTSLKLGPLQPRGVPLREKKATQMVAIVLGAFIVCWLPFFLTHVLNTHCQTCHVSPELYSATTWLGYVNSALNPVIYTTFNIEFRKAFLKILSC
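Cells expressing the human receptor were seeded at 1500 cells/well, incubated overnight at 37 degrees C in 5% CO2, then exposed to library compounds with dopamine controls for 90 minutes at 37 degrees C before luminescent detection.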
pAkt inh: blocks phosphorylation of Akt; AID 651550; activity change, % for hits at 50 µM; Neuro2A IGF-stimulated pAkt S473 HTRF, 20 min; hits give low values; 0.32% of 360,000 active; in the data active = activity change below about -80%; inconclusive = mostly about -51% to -80%; note: % is set by controls: 0 for no effect and ±100 for the full control effect
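Single-point screen (50 µM final compound) in Neuro2A cells stimulated 20 min with 6 nM IGF at 37 deg C. After lysis, Ser473-phosphorylated Akt read by HTRF (ex 330 nm, em 615/665 nm) as the 665/615 ratio.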
The depositor's hits bear a star; i = inactive; ? = inconclusive; . = not tested or not shown; & = joins results of further samples; [ ] = another dose, or the depositor's remark. Unless noted, calls come from the whole dose curve; as a rule, active = well fitted curve in the direction sought with a large enough effect; inconclusive = small, poorly fitted or top-dose-only effect, or another doubt; inactive = no such curve, though single readings can be large; an effect the other way counts as inactive or inconclusive.

No.	smiles	aSyn rescue	TDP-43 yeast inh	PTHR1 agonist	Abeta rescue	FUS suppressor
1	COc1cc(OC)nc(Oc2cccc(Cl)c2C)n1	1%	-39%[inhibitor]	i	-2%	1%
2	Cc1cccc(C)c1NC(=O)CN1C(=O)C(C)Oc2ccccc21 (configuration not stated)	-19%	-14%	24%	3%	12%
3	CCOc1ccc(C(=O)c2ccc(OCC)c(N)c2)cc1N	1%	19%	i	-1%	?
4	Cn1c(=O)c2c(nc(Sc3nc4ccccc4n3CC(=O)N3CCCCC3)n2C)n(C)c1=O	0%	-3%	-17%[57.5 µM]	4%	-1%
5	O=C(O)CCC(=O)OCC1CCCO1 (configuration not stated)	0%	2%	-14%	-9%	11%
6	O=S(=O)(NCCc1ccccc1)c1ccc(N2CCCCS2(=O)=O)cc1	.	6%[9.22 µM]	-72%[inhibitor]	-5%	-4%
7	Cc1cc(F)cc(-c2cc(C(=O)NCc3cccc(Cl)c3)[nH]n2)c1	-4%	0%	7%	-5%	6%
8	Cc1ccc(S(=O)(=O)/N=C(\Nc2cccc(C)c2)Nc2nc(C)cc(C)n2)cc1	-5%	-6%	i	-22%	.
9	CCCCNc1cc(=O)oc2ccccc12	1%	?	i	-1%	-1%
10	CN(CC(=O)Nc1ccc(F)cc1)C(=O)COc1ncnc2ccccc12	1%	17%	i	-1%	-31%

No.	GLP-1R agonist	GLP1R inv ag	D3 antag	pAkt inh
1	7%	-18%	1	i
2	-21%	-9%	9	i
3	7%	-22%	1	i
4	15%	29%	0	i
5	5%	7%	13	i
6	.	-14%	.	.
7	9%	-8%	15	i
8	1%	2%	7	i
9	-9%	-19%	50	i
10	-2%	12%	13	i

The list goes on; it opens with the 5 that closed the last part.
No.	smiles	aSyn rescue	TDP-43 yeast inh	PTHR1 agonist	Abeta rescue	FUS suppressor
6	O=S(=O)(NCCc1ccccc1)c1ccc(N2CCCCS2(=O)=O)cc1	.	6%[9.22 µM]	-72%[inhibitor]	-5%	-4%
7	Cc1cc(F)cc(-c2cc(C(=O)NCc3cccc(Cl)c3)[nH]n2)c1	-4%	0%	7%	-5%	6%
8	Cc1ccc(S(=O)(=O)/N=C(\Nc2cccc(C)c2)Nc2nc(C)cc(C)n2)cc1	-5%	-6%	i	-22%	.
9	CCCCNc1cc(=O)oc2ccccc12	1%	?	i	-1%	-1%
10	CN(CC(=O)Nc1ccc(F)cc1)C(=O)COc1ncnc2ccccc12	1%	17%	i	-1%	-31%
11	COc1ccc(CN(C(=O)Nc2ccc(C)c(F)c2)C2CCN(C(C)=O)CC2)cc1	.	13%	-7%	2%	13%
12	O=C(c1cccnc1)N(Cc1ccccc1)C(=O)c1cccnc1	?	0%	i	3%	0%
13	Cc1c(C#N)c(NC(=O)c2cccc(Cl)c2)n(Cc2ccccc2)c1C	1%	6%	-17%	11%	14%
14	CCCc1nc2ccccc2c2nc(N)nn12	-2%	3%	6%[57.5 µM]	-7%	22%
15	O=C(COc1ccccc1)Nc1nnc(S(=O)(=O)N2CCCC2)s1	-1%	-2%&17%	-5%&-22%	15%&-6%	-7%&-5%
16	COCCNC(=O)CCCCCN1C(=O)CCC1=O	-17%	-14%	8%[57.5 µM]	-7%	0%
17	COc1ccc(C(C(=O)NC2CCCC2)N(C(=O)c2snc(-c3ccc(F)cc3)c2N)c2ccc(OC)cc2)cc1 (configuration not stated)	0%	16%	i	4%	29%
18	Cc1cc(C(=O)N2CCN(C(=O)C3CCCO3)CC2)no1 (configuration not stated)	1%	-14%	i	-14%	9%
19	COc1ccc(C(=O)NC(=S)Nc2nc(C)cc(C)n2)cc1Br	23%	1%	-17%	-3%	5%
20	CCCNC(=O)C1(C)CCN(C(=O)c2ccc3c(c2)CCO3)C1 (configuration not stated)	-3%	15%	-23%	-2%	-22%

No.	GLP-1R agonist	GLP1R inv ag	D3 antag	pAkt inh
6	.	-14%	.	.
7	9%	-8%	15	i
8	1%	2%	7	i
9	-9%	-19%	50	i
10	-2%	12%	13	i
11	.	0%	.	.
12	12%	-25%	7	i
13	-17%	-18%	-23	i
14	20%	197%[activator]	-14	i
15	-1%	-6%&1%	11	i
16	-3%	15%	-14	i
17	-11%	-22%	-1	i
18	5%	0%	-11	i
19	8%	28%	-25	i
20	-5%	21%	24	i

(next part)
No.	smiles	aSyn rescue	TDP-43 yeast inh	PTHR1 agonist	Abeta rescue	FUS suppressor
21	COCC(=O)OCC(=O)Nc1cc([N+](=O)[O-])ccc1Cl	1%	15%	i	7%	-23%
22	COC(=O)c1ccc(Oc2cc(C)nc(Cl)n2)cc1	-1%	5%	i	-13%	-32%
23	O=C(CSc1nnc(NC(=O)c2cccc(F)c2)s1)NC1CC1	-3%	-12%	i	-5%	-2%
24	CCCCCn1c(=O)[nH]c2cc(C(=O)NCCCN3CCCCC3CC)ccc2c1=O (configuration not stated)	-3%	-10%	i	3%	16%
25	Cc1ccc(S(=O)(=O)NCC(=O)N2CCCC2C(=O)O)cc1 (configuration not stated)	-2%	1%	i	4%	-27%
26	COc1cccc(CNC(=O)c2ccc(CS(=O)(=O)Cc3ccccc3C)o2)c1	9%	-10%	-16%	7%	-1%
27	COc1ccc(OC)c(NC(=O)CC2C(=O)NCCN2C(=O)C(F)(F)F)c1 (configuration not stated)	.	5%	-9%	-11%	16%
28	C=CCN(c1ccccc1)S(=O)(=O)c1cccc(C(=O)N2CCCC2)c1	2%	2%	i	2%	14%
29	COc1ccccc1C(=O)NC(CCSC)C(=O)NNC(=O)c1ccccc1O (configuration not stated)	-9%	7%	10%	-48%[inhibitor]	2%
30	COC(=O)c1c(NC(=O)CN2C(=O)NC3(CCCCC3C)C2=O)sc2c1CCC2 (configuration not stated)	5%	19%	-17%	2%	3%

No.	GLP-1R agonist	GLP1R inv ag	D3 antag	pAkt inh
21	6%	3%	?	i
22	-5%	19%	-1	i
23	2%	2%	2	i
24	8%	?	-4	i
25	2%	9%	5	i
26	-2%	-25%	12	i
27	.	13%	.	.
28	2%	-3%	9	i
29	-6%	?	-6	i
30	2%	-28%	1	i

Other structures.
No.	smiles	aSyn rescue	TDP-43 yeast inh	PTHR1 agonist	Abeta rescue	FUS suppressor
31	O=C(CC[C@H]1O[C@@H](n2ccc(=O)[nH]c2=O)[C@H](O)[C@@H]1O)N[C@H](Cc1ccccc1)C(=O)NCc1ccco1	-1%	10%	0%	-9%	-2%
32	Cc1ccc(CS(=O)(=O)CCC(=O)NCCCOC(C)C)cc1	1%	-9%	i	17%	-9%
33	O=C(NCC1CCCCC1)c1ccc([N+](=O)[O-])cc1	0%	-43%[inhibitor]	-22%	-35%	-12%
34	NS(=O)(=O)c1ccc(CCNC(=O)COC(=O)C2CCN(c3ccc(C(F)(F)F)cn3)CC2)cc1	-3%	-13%	-41%[inhibitor]	12%	0%
35	CCOC(=O)[C@@H]1[C@H]2COc3ccccc3[C@H]2N2C(=O)N(c3cccc(C)c3)C(=O)[C@]12C	6%	10%	-13%	2%	-2%
36	O=C(Nc1ccc(F)c(Cl)c1)C1Cc2c(-c3ccco3)ccnc2O1 (configuration not stated)	5%	?	-41%[inhibitor]	7%	5%
37	CCC(=O)c1ccccc1OCC(=O)Nc1c(C)cccc1C	0%	-16%	20%	-8%	-3%
38	Cc1n[nH]c(=O)n1-c1ccc(C(C)C)cc1	1%	12%[9.22 µM]	i	0%	6%
39	C=C(C)Cn1c(CNC(C)=O)nc2ccccc21	4%	27%	-9%	13%	-27%
40	O=C1NC(=O)/C(=C\c2ccccc2OCc2cccc([N+](=O)[O-])c2)N1	0%	16%	-45%[inhibitor]	3%	-10%
41	Cn1c(=N)n(CC(O)c2ccco2)c2ccccc21 (configuration not stated)	-2%	-2%	i	13%	-10%
42	O=C1CCC([N+](=O)[O-])C(c2cc(Br)ccc2F)N1 (configuration not stated)	1%	14%	i	11%	-2%

No.	GLP-1R agonist	GLP1R inv ag	D3 antag	pAkt inh
31	6%	13%	23	i
32	-5%	12%	8	i
33	1%	?	?	i
34	3%	2%	23	i
35	-8%	-7%	17	i
36	24%	-12%	32	i
37	5%	-12%	5	i
38	4%	16%[7.66 µM]	4	i
39	-1%	12%	0	i
40	18%	3%	-2	i
41	-4%	-14%	-18	i
42	0%	2%	10	i

Screens deposited in PubChem by National Center for Advancing Translational Sciences (NCATS).

This is a subset; the hit share may differ from the screen's.
